# Screening data (PubChem)
# NALP3 yeast inh – NALP3 inflammasome inhibitors in reconstituted yeast, primary screen, luminescence, uHTS; Yeast reconstituted NLRP3/ASC/caspase-1, beta-gal luminescence, 24 h; inhibition, % at 10 µM; 0.39% of 330,000 active;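 active = inhibition of 50% or more; inactive = inhibition below 50%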;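 note: plate controls were induced DMSO wells for no effect and uninduced yeast grown without galactose for full effect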
# MIN6 prolif – inducers of MIN6 beta-cell proliferation, primary screen, ATP luminescence, uHTS. MIN6 cells proliferation, ATPlite luminescence, 48 h; cells starved in 0.2% serum; 100% = growth in 10% serum. proliferation, % at 10 µM. 0.29% of 330,000 active. AID 2380, 2010;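 active = compounds whose signal lies at least 3.5 SD above the mean of all wells on their plate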;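 note: 0% = DMSO-treated cells in low-serum medium and 100% = 10% serum control; some compounds called inactive have numbers as strong as hits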
# SENP1 FRET inh – human SENP1 catalytic domain inhibitors, primary screen, biochemical, FRET, uHTS; Sentrin-specific protease 1 (Homo sapiens), Q9P0U3; recombinant SENP1 catalytic domain, CyPet-SUMO1-YPet FRET cleavage; inhibition, % at 10 µM; 0.21% of 360,000 active; AID 624204, 2012;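 active = inhibition at least 30% at 10 µM, raw YFP signal under a set limit, fluorescence ratio 0.5 to 1.5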;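 note: 0% = enzyme with DMSO and 100% = no enzyme wells; some results filed as inactive read as strong as hits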
# Target sequence (Q9P0U3 419-644 limits assumed): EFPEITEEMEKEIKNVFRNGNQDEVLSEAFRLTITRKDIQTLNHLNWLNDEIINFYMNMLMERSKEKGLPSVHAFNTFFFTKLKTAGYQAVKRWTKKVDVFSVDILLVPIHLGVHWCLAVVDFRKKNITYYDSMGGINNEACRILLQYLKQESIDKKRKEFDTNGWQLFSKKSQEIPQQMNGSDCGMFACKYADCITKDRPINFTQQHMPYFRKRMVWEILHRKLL
#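 System: Recombinant human SENP1 catalytic domain, His6-tagged | Incubation: Enzyme reaction for 50 min at room temperature, dark | Medium: Tris pH 8 with BME, BSA, NP40 and catalase | Also added: 25 nM SUMO1 FRET substrate | Compound: 10 µM single point, 0.5% DMSO | Measured by: FRET fluorescence in CFP and YFP emission channels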
# A3G deaminase – APOBEC3G DNA deaminase inhibitors, primary screen, biochemical, fluorescence, single-stranded DNA substrate, uHTS. DNA dC->dU-editing enzyme APOBEC-3G (Homo sapiens), Q9HC16. 0.28% of 330,000 active. AID 493012, 2011. recombinant A3G, ssDNA deamination FAM/TAMRA fluorescence. inhibition, % at 20 µM;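 active = inhibition of at least 40% at 20 µM, with no more than 30% in the related APOBEC3A deaminase screen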;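 note: plate controls were DMSO wells with A3G for no effect and wells lacking A3G enzyme for full effect; some compounds called inactive have numbers as strong as hits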
# mIAP block – inhibitors of mouse IAP, primary screen, biochemical, luminescence, uHTS; 0.2% of 330,000 active; inhibition, % at 10 µM; intestinal alkaline phosphatase [Mus musculus]; purified mouse IAP, CDP-Star luminescence, 30 min;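 active = inhibition of at least 40% at 10 µM in the primary screen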;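 note: plate controls were DMSO with enzyme for no effect and no enzyme wells for full effect; values of inactives mirror those of a sister screen read the other way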
# hIAP act – human IAP activators, primary screen, biochemical, luminescence, uHTS; Intestinal-type alkaline phosphatase (Homo sapiens), P09923; purified human IAP, CDP-Star luminescence, 30 min; active compounds read high; 1 = vehicle-only enzyme, 0 = enzyme-free background; activation factor at 10 µM; 0.16% of 330,000 active; AID 2524, 2010;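 active = activation factor of the enzyme at least 2-fold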; note: the source names both 10 and 20 µM as test concentration; values of inactives mirror those of a sister screen read the other way
# Target sequence (P09923 whole entry, looked up): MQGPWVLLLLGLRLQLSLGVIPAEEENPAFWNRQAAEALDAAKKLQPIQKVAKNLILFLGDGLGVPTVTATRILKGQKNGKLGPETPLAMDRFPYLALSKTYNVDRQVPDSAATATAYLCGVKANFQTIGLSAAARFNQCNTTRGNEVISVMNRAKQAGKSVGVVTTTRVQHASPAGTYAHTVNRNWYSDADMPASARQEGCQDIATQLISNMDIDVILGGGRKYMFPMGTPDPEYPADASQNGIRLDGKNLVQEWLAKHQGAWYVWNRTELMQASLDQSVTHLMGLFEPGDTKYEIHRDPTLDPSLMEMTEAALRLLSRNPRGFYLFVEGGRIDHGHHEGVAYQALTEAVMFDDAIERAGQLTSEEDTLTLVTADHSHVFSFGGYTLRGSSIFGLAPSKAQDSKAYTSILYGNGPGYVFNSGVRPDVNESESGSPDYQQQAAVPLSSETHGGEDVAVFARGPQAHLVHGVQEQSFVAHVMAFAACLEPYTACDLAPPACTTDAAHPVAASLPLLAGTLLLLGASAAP
# A3A deaminase – APOBEC3A ssDNA deaminase inhibitors, primary screen, selectivity assay for APOBEC3G inhibitor project, biochemical, FAM/TAMRA oligo cleavage fluorescence; recombinant A3A, FAM/TAMRA ssDNA deamination fluorescence; inhibition, % at 20 µM; 0.41% of 330,000 active;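 active = at least 40% inhibition at 20 µM here, with at most 30% in a related deaminase screen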;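 note: plate controls were A3A with DMSO for no effect and wells lacking A3A enzyme for full effect; some results filed as inactive read as strong as hits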
# Target sequence (P31941 whole entry, looked up): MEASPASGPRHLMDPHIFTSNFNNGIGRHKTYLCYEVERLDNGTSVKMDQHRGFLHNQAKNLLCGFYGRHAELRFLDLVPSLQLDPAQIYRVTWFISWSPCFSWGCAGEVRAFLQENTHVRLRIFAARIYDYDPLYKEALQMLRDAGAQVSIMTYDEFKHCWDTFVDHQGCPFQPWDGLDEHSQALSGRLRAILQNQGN
# hIAP block – human IAP inhibitors, primary screen, biochemical, luminescence, uHTS; purified IAP, CDP-Star luminescence, 30 min; Intestinal-type alkaline phosphatase (Homo sapiens), P09923; inhibition, % at 10 µM; AID 2544, 2010; 0.12% of 330,000 active;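 active = inhibition reaching a set limit with compound at 10 µM in the primary screen, cut at about 35% in these data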;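 note: plate controls were DMSO wells with enzyme for no effect and no-enzyme buffer wells for full effect; values of inactives mirror those of a sister screen read the other way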
# mIAP activ – activators of mouse IAP, primary screen, biochemical, luminescence, uHTS. intestinal alkaline phosphatase [Mus musculus]. AID 2805, 2010. muIAP, CDP-Star luminescence, 30 min; active compounds read high; 1 = vehicle-only enzyme signal, 0 = enzyme-free wells. activation factor at 10 µM. 0.24% of 330,000 active;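 active = activation factor of at least 2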; note: the source names both 10 and 20 µM as test concentration; values of inactives mirror those of a sister screen read the other way
#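 Assay system: mouse IAP enzyme; reagent: chemiluminescent substrate CDP-Star; dosing: test compounds delivered from DMSO solution; schedule: 30 min at room temperature; measured by: luminescence from enzymatic CDP-Star hydrolysis; controls: DMSO-only wells and no-enzyme negative control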
# * hit, by the source's call; . = not tested or not shown.
SMILES,NALP3 yeast inh,MIN6 prolif,SENP1 FRET inh,A3G deaminase,mIAP block,hIAP act,A3A deaminase,hIAP block,mIAP activ
COc1ccc(-c2[nH]ncc2/C=C(/C#N)C(=O)NC2CCCCCC2)cc1,-4,-2,-4,-5,1,1.2,0,-16,0.99
CN(C)CCC(=O)c1ccc2c(c1)OCO2,-1,-6,3,-5,1,1.1,-6,-11,0.99
Cn1cnc2c1c(=O)n(Cc1c(Cl)cccc1Cl)c(=O)n2C,0,-3,-4,1,-10,0.84,0,16,1.1
O=C(CSc1ccc([N+](=O)[O-])cn1)Nc1cc(C(F)(F)F)ccc1N1CCOCC1,7,0,1,-5,6,0.96,-2,4,0.94
Cc1ccc(NC(=O)CSc2nnc(-c3ccco3)c(-c3ccco3)n2)cc1,1,-3,9,59,64*,0.91,83,10,0.36
O=C(CN1CCN(Cc2ccccc2F)C1=O)NCCN1CCOCC1,6,-3,-2,1,0,0.92,-1,8,1
CC(=O)N=Cc1c(C)c(C#N)c(=O)n(C)c1O,13,-2,-32,-3,0,1,-1,-3,1
O=C(O)C1CCCN(S(=O)(=O)c2cccc3cccnc23)C1 (configuration not stated),0,1,-9,1,-2,1,6,-4,1
O=C1c2cccc3c2[C@H](CCC3)CN1[C@@H]1CN2CCC1CC2,7,0,.,-5,-11,0.83,0,17,1.1
NC(=O)CN1CCCN(S(=O)(=O)c2ccc(Br)cc2)CC1,-13,-1,1,-3,9,0.95,-2,5,0.91
CCSc1nnc(NC(=O)c2cc(C)on2)s1,6,-2,0,2,-11,0.83,4,17,1.1
O=C(Cn1cccn1)c1ccccc1,-2,2,2,-14,9,0.95,-5,5,0.91
CCN(/N=C/c1ccc(Cl)cc1)c1cc(=O)n(C)c(=O)[nH]1,7,-1,-15,-3,2,1.2,-2,-22,0.98
CCCNC(=O)c1cccc(Cn2nc(C)c(Br)c2C)c1,14,-2,1,4,-6,1.1,0,-13,1.1
Cc1noc(C(=O)NCc2ccccc2)c1Cl,13,1,0,-6,-15,0.78,1,22,1.2
CN1CCN(c2ccc([N+](=O)[O-])cc2C(=O)N2CCOCC2)CC1,24,2,3,-2,-7,0.96,0,4,1.1
Cc1cccn2c(=O)c(C=O)c(N3CCN(c4ccccc4)CC3)nc12,32,2,-9,-7,6,0.96,-4,4,0.94
COCCCNC(=O)/C(C#N)=C/c1ccc(OCC(=O)O)c(OC)c1,7,1,-5,60,12,1.1,89,-10,0.88
COC(=O)c1cc(NC(=O)C23CCC(C)(C(=O)O2)C3(C)C)cc(C(=O)OC)c1 (configuration not stated),-48,1,1,-5,-7,1.2,-7,-20,1.1
Cc1ccc(NC(=O)COC(=O)c2cc(-c3cccs3)nn2-c2ccccc2)cc1[N+](=O)[O-],15,-3,2,-1,2,1,-2,-1,0.97
C#CCSc1nnc(-c2sc3ccccc3c2Cl)o1,24,-1,3,-1,4,0.9,5,10,0.96
CCC(C)(C(=O)NC1CCCCC1)N(C(=O)CC1NC(=O)NC1=O)c1c(C)n(C)n(-c2ccccc2)c1=O (configuration not stated),5,-1,2,-11,6,1.1,2,-8,0.94
O=C(O)CNC(=S)N(Cc1ccccc1F)C1CCCCC1,5,0,2,-1,-3,0.91,-1,9,1
CS(=O)(=O)N(CC(=O)NCc1ccc2c(c1)OCO2)c1ccc(Cl)cc1,5,-1,1,-3,-7,0.88,1,12,1.1
Cc1ccccc1CN(c1ccc(C(=O)Nc2ccccc2C(=O)N2CCCC2)cc1)S(C)(=O)=O,18,5,-41,-5,14,1.1,2,-10,0.86
CC(C)NC(=O)c1cc(-c2ccc3c(c2)OCO3)on1,23,-3,-1,-9,4,0.85,-2,15,0.96
COc1cc(/C=N\NC(=O)c2ccc(Cn3cc(Br)c([N+](=O)[O-])n3)o2)cc(OC)c1O,-7,1,4,-4,3,0.93,-2,7,0.97
CCCn1c(C(C)Nc2nc(-c3ccc(C)cc3)cs2)nc2ccccc21 (configuration not stated),9,-8,-1,-9,2,0.93,-4,7,0.98
C=CCn1c(SCC(=O)c2ccc(Br)cc2)nnc1C(C)NC(=O)Cc1ccc(OC)cc1 (configuration not stated),4,-1,-1,-1,-1,0.87,5,13,1
COC(=O)c1c(-c2ccc(SC)cc2)sc2ccc(OC)cc12,20,-4,-1,-8,5,1.1,-1,-7,0.95
O=C(CCSc1nc(-c2ccco2)cc(C(F)(F)F)n1)NCc1ccccn1,16,1,-3,-5,2,1.1,-18,-6,0.97
O=C(CSc1ccccc1)Nc1ccccc1C(=O)O,-4,-4,1,-8,-7,0.88,3,12,1.1
Cc1cc(S(=O)(=O)NC2CCCCC2)c(C)s1,9,-2,0,-11,3,1.1,-1,-6,0.97
CCOC(=O)Cc1csc(NC(=O)COc2ccccc2)n1,6,-2,0,0,-3,1.2,4,-18,1
S=c1[nH]nc(COc2ccccc2)n1/N=C/c1cccc(Cl)c1Cl,25,-2,2,-4,12,0.89,-4,11,0.88
O=C(N/N=C/c1ccc(N2CCOCC2)cc1)c1ccncc1,7,-3,12,-9,-2,0.93,-4,7,1
COc1ccc(C2=CSC(/N=C/c3ccc(F)cc3)=NN2)cc1,21,-2,-8,0,11,0.88,-2,12,0.89
O=C1[C@@H]2[C@@H]3C[C@@H]([C@H]4ON=C(c5ccc(OCc6ccccc6)cc5)[C@@H]34)[C@@H]2C(=O)N1c1ccc2c(c1)OCO2,-13,-4,1,-4,8,0.84,-3,16,0.92
Cn1c(SCC(=O)N2CCN(S(=O)(=O)c3ccc(Cl)cc3)CC2)nc2ccccc21,16,-4,1,-7,5,0.99,-7,1,0.95
Cc1ccc(C(c2nnnn2Cc2ccccc2)N2CCN(Cc3ccccc3)CC2)cc1 (configuration not stated),5,-3,0,1,-3,0.86,1,14,1
Cc1ccc(OCCCC(=O)N2CCN(S(=O)(=O)c3cccc(F)c3)CC2)cc1,20,-2,3,-1,0,0.96,2,4,1
O=C(OCC(=O)N(C1CCCCC1)C1CCCCC1)c1ccncc1,7,-2,-6,19,-1,1.1,1,-6,1
Cc1ccc2cc(CN(CCCN3CCOCC3)C(c3nnnn3Cc3ccco3)C(C)C)c(=O)[nH]c2c1C (configuration not stated),2,1,-3,-4,13,0.89,-1,12,0.87
CC(=O)Nc1ccc(NC(=O)c2cccc(-c3cc4ccccc4oc3=O)c2)cc1,1,-2,-2,-3,0,1.1,-2,-5,1
COc1cccc(OCc2cc(/C=N/NC(=O)c3nc(Cl)c(Cl)c(N)c3Cl)ccc2OC)c1,4,-1,0,0,-6,1.1,2,-7,1.1

# Looked up by compound from the entries so far:
SMILES,NALP3 yeast inh,MIN6 prolif,SENP1 FRET inh,A3G deaminase,mIAP block,hIAP act,A3A deaminase,hIAP block,mIAP activ
Cc1ccc2cc(CN(CCCN3CCOCC3)C(c3nnnn3Cc3ccco3)C(C)C)c(=O)[nH]c2c1C (configuration not stated),2,1,-3,-4,13,0.89,-1,12,0.87
Cc1ccc(OCCCC(=O)N2CCN(S(=O)(=O)c3cccc(F)c3)CC2)cc1,20,-2,3,-1,0,0.96,2,4,1

# Four compounds out of the list, arranged by molar mass, rising:
SMILES,NALP3 yeast inh,MIN6 prolif,SENP1 FRET inh,A3G deaminase,mIAP block,hIAP act,A3A deaminase,hIAP block,mIAP activ
COc1ccc(C2=CSC(/N=C/c3ccc(F)cc3)=NN2)cc1,21,-2,-8,0,11,0.88,-2,12,0.89
O=C(OCC(=O)N(C1CCCCC1)C1CCCCC1)c1ccncc1,7,-2,-6,19,-1,1.1,1,-6,1
CC(=O)Nc1ccc(NC(=O)c2cccc(-c3cc4ccccc4oc3=O)c2)cc1,1,-2,-2,-3,0,1.1,-2,-5,1
Cc1ccc2cc(CN(CCCN3CCOCC3)C(c3nnnn3Cc3ccco3)C(C)C)c(=O)[nH]c2c1C (configuration not stated),2,1,-3,-4,13,0.89,-1,12,0.87

# Single records, from the list above.
# `Cc1ccc(OCCCC(=O)N2CCN(S(=O)(=O)c3cccc(F)c3)CC2)cc1` is listed with NALP3 yeast inh: 20; MIN6 prolif: -2; SENP1 FRET inh: 3; A3G deaminase: -1; mIAP block: 0; hIAP act: 0.96; A3A deaminase: 2; hIAP block: 4; mIAP activ: 1
# `O=C(OCC(=O)N(C1CCCCC1)C1CCCCC1)c1ccncc1` is listed with NALP3 yeast inh: 7; MIN6 prolif: -2; SENP1 FRET inh: -6; A3G deaminase: 19; mIAP block: -1; hIAP act: 1.1; A3A deaminase: 1; hIAP block: -6; mIAP activ: 1

# Additional compounds follow:
SMILES,NALP3 yeast inh,MIN6 prolif,SENP1 FRET inh,A3G deaminase,mIAP block,hIAP act,A3A deaminase,hIAP block,mIAP activ
Cc1c(CN2CCCCC2)c(O)n(CCCO)c(=O)c1C#N,14,-2,-2,-6,0,1,-5,-2,1
CCCc1cc(=O)oc2cc(OCC(=O)NCCCN3CCCC3=O)ccc12,-12,-1,3,4,0,1.1,2,-10,1
NC(=O)CC(NC(=O)Cc1ccc(Br)cc1)c1ccc(N2CCN(c3ccc(F)cc3)CC2)c([N+](=O)[O-])c1 (configuration not stated),11,-6,-2,-8,5,0.77,3,23,0.95
COc1cc(CNC(C)(C)CO)ccc1OCC(=O)NC(C)(C)C,0,0,0,-4,-14,1,-1,-3,1.1
CCCc1cc(=O)n2[nH]c(C)c(-c3ccc(Cl)cc3)c2n1,15,-4,1,-6,8,1.3,-2,-27,0.92
N#C/C(=C\c1ccc(N2CCCCC2)c([N+](=O)[O-])c1)c1nn(-c2ccccc2)c(N)c1C#N,19,-5,-2,-5,16,0.81,2,19,0.84
COc1ccc(-c2cnnn2-c2ccc(NC(=O)c3ccco3)cc2)cc1OC,8,0,0,-6,-3,0.9,-2,10,1

# These rows are one share of the data, so the mix of outcomes need not match the whole.
